KOR beta-arrestin-1 – KOR antagonists, beta-arrestin recruitment, cell-based, luminescence, uHTS (AID 1778) | KOR beta-arrestin recruitment, luminescence, antagonist mode; higher % means a stronger effect | inhibition, % at 10 µM; hits with a dose series show IC50 in µM | hit rate 0.091% among 290,000; further: strong numbers were not always called active
KOR beta-arrestin-2 – KOR agonists, beta-arrestin recruitment, primary screen, cell-based, luminescence, uHTS (AID 1777); hit rate 0.02% among 280,000; KOR beta-arrestin recruitment, luminescence; higher % means a stronger effect; activation, % at 10 µM; hits with a dose series show EC50 in µM; in the data active means activation above about 50%, passing the limit was not always enough; further: a part of the inactive calls stands beside numbers as strong as those of hits
GPR55 beta-arrestin – selective activators of receptor GPR55 – imaging, U2OS cells, beta-arrestin-GFP redistribution, primary screen (AID 1961); hit rate 0.048% among 290,000; U2OS GPR55 beta-arrestin-GFP redistribution imaging; higher % means a stronger effect; activation, % at 10 µM; hits with a dose series show EC50 in µM;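 active means activation above 40% with more than 50 cells counted in the well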;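 further: U2OS osteosarcoma cells stably expressing GPR55 and beta-arrestin-GFP; plate controls were DMSO negative control for no effect and LPI positive control for full effect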
HEK293 NOD2/NF-kB – NOD2 signaling inhibitors, cell-based, luminescence, uHTS, HEK293 (AID 1566); HEK293 NOD2/NF-kB luciferase reporter, luminescence; higher % means a stronger effect; inhibition, % at 4 µM, or EC50 in µM where a hit was titrated; hit rate 0.63% among 290,000; further: many of its hits are not listed in these tables
M17LAP inhibition – P. falciparum M17LAP inhibitors, primary screen, biochemical, fluorogenic H-Leu-NHMec substrate, 1536-well (AID 1619) | one-dose inhibition, % at 30 µM; IC50 in µM for titrated hits | recombinant M17LAP, H-Leu-NHMec fluorogenic kinetic assay; higher % means a stronger effect | hit rate 0.38% among 220,000;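 active means compound inhibiting the enzyme by more than half at any dose during confirmatory dose-response retesting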;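 further: plate controls were full reaction with DMSO carrier for no effect and no enzyme background for full effect; strong numbers were not always called active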
P. falciparum M1AAP – malaria alanyl aminopeptidase activity blockers – biochemical, fluorogenic H-Leu-NHMec substrate, 1536-well (AID 1445); recombinant M1AAP, H-Leu-NHMec fluorogenic kinetic assay; higher % means a stronger effect; inhibition, % at 30 µM, or IC50 in µM where a hit was titrated; hit rate 0.42% among 220,000;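 active means primary inhibition above the hit cutoff, then over 50% inhibition at one or more dose response concentrations, cut at about 23% in these data, passing the limit was not always enough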;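 further: plate controls were DMSO full reaction for no effect and no enzyme background for full effect; strong numbers were not always called active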
NOD1 inhibition – inhibition of NOD1-driven NF-kB reporter – cell-based, luminescence, uHTS, primary screen (AID 1578); one-dose inhibition, % at 4 µM; EC50 in µM for titrated hits; NOD1-driven NF-kB luciferase reporter cells, luminescence; higher % means a stronger effect; hit rate 1% among 290,000; in the data active means inhibition mostly above about 36%, no sharp cut-off; inactive means mostly below about 34%;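 further: HEK-293T reporter cells stimulated with the NOD1 agonist gamma-tri-DAP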
AID2073 – inhibitors of Mint1-CaV2.2 protein interaction, biochemical, HTRF (AID 2073) | HTRF protein-protein interaction, Mint1-CaV2.2; higher % means a stronger effect | inhibition, % at 20 µM, or IC50 in µM where a hit was titrated | hit rate 0.19% among 290,000; in the data active means inhibition mostly above about 51%, no sharp cut-off; further: some results filed as inactive read as strong as hits
Dynein transport – dynein cargo transport inhibition. 3617.4 mouse cells, GR-EGFP nuclear translocation imaging; test concentration mostly 20 µM; stimulated with dexamethasone, 1 µM; active compounds read low. z-score, hits read low. hit rate 0.47% among 220,000. AID 1381;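 active means plate z-score of nuclear minus cytoplasmic receptor signal below a set negative limit, without overly bright fluorescence or cell loss, cut at about -3.5 in these data, passing the limit was not always enough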;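 further: z-score of nuclear minus cytoplasmic ring GR-EGFP intensity difference per well; some compounds called inactive have numbers as strong as hits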
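Buffer or medium: tetracycline-free induction medium containing charcoal-stripped FBS / Reagent: dexamethasone agonist, 1.0 µM final, for 30 min / Technique: automated 10x imaging of fixed Hoechst-stained cells / Times: induction 48 h, compound 1 h, agonist 30 min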
Dynein transport cytoplasmic EGFP – further read-out of Dynein transport, marked with its call; z-score; measured here: cytoplasmic GR-EGFP intensity; active compounds read high
Dynein transport nuclear GR-EGFP – also measured in Dynein transport; calls as there; z-score; measured here: nuclear GR-EGFP intensity;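 lower value marks the stronger effect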
Dynein transport cell count – recorded beside Dynein transport, whose call it bears; z-score; measured here: cell count per field
* hit, by the source's call; . = not tested or not shown; [ ] = remark or other dose. Unless noted, no stated cut-off is given here; in the data, active means inhibition above about 50%; inactive means the rest.

item	structure	KOR beta-arrestin-1	KOR beta-arrestin-2	GPR55 beta-arrestin	HEK293 NOD2/NF-kB	M17LAP inhibition	P. falciparum M1AAP	NOD1 inhibition	AID2073	Dynein transport	Dynein transport cytoplasmic EGFP	Dynein transport nuclear GR-EGFP	Dynein transport cell count
1	CCNC(=O)CN(CCc1ccccc1)S(=O)(=O)c1ccc(OC)cc1	18.6%	-5.2%	-0.2%	14.6%	-16.0%	7.5%	8.1%	-1.4%	0.882	-0.156	0.562	-0.523
2	COc1ccc(C(=O)N(Cc2cccs2)C2CCS(=O)(=O)C2)cc1 (stereo not drawn)	-9.0%	1.9%	-0.2%	-9.8%	.	.	-18.0%	2.5%	.	.	.	.
3	CCOc1ccc(CCNC(=O)c2ccc3nc(CC)c(CC)nc3c2)cc1	-48.9%	1.1%	-0.2%	25.4%	.	.	-18.6%	2.7%	.	.	.	.
4	O=C(O)Cc1sc(-c2ccccc2)nc1-c1cccs1	-49.9%	2.7%	-0.2%	-25.1%	1.7%	2.0%	-45.5%	14.1%	2.1	-0.206	1.19	-0.623
5	C=CCn1c(NC)cc(=O)n(C)c1=O	-6.2%	-0.5%	0.2%	21.0%	11.3%	-1.3%	-47.1%	0.0%	-0.218	-0.328	-0.071	0.452
6	NNC(=O)CN1C(=O)Nc2ccc(Cl)cc2C1c1ccccc1 (stereo not drawn)	1.8%	2.1%	0.2%	3.6%	.	.	-11.2%	4.0%	.	.	.	.
7	O=C(CN1C(=O)c2ccccc2C1=O)N1CCN(c2ccccn2)CC1	9.1%	0.8%	-0.1%	-4.8%	2.4%	-0.5%	-20.7%	-6.7%	-0.495	-0.159	0.0367	1.29
8	Cc1cc(N(C)/N=C/c2ccccc2)nc(-c2ccccc2O)n1	6.3%	-0.3%	-0.2%	-12.1%	2.9%	10.5%	-14.2%	30.9%	2.76	-0.251	1.45	-0.97
9	Cc1c(NS(=O)(=O)c2cccc3nsnc23)c(=O)n(-c2ccccc2)n1C	41.5%	3.7%	-0.5%	4.5%	6.7%	2.7%	-19.3%	-1.8%	-0.454	-0.115	-0.325	-0.517
10	O=C(CSc1nnc(-c2ccco2)o1)Nc1ccccc1Cl	2.9%	-4.8%	0.0%	-34.6%	.	.	-32.3%	8.4%	.	.	.	.
11	CC(C)CN1CCC(C(=O)N2CCN(c3ccccc3F)CC2)CC1	-19.1%	2.1%	0.4%	-4.9%	-5.5%	1.9%	-25.5%	4.7%	-0.25	0.683	-0.386	0.573
12	CC(C)C(NC(=O)c1ccc([N+](=O)[O-])cc1Cl)C(=O)N1CCCC1 (stereo not drawn)	-23.5%	3.2%	-0.1%	6.6%	.	.	-36.5%	-1.2%	.	.	.	.
13	O=C(c1cccs1)N1CCc2ccccc21	10.5%	-3.1%	-0.1%	-34.4%	6.4%	14.9%	-37.6%	28.6%	2.81	-0.302	0.305	-0.803
14	CCOC(=O)c1ccccc1NC(=O)c1cccnc1	0.8%	8.4%	0.2%	12.9%	-5.6%	-0.8%	-20.2%	-6.4%	0.155	-0.278	0.219	-0.157
15	COc1ccccc1NC(=O)CC(NCCN(C)C)C(=O)O (stereo not drawn)	-14.1%	1.4%	-0.1%	19.7%	2.8%	1.0%	-4.8%	-7.9%	-0.147	-0.244	0.0168	0.2
16	CCOC(=O)C1C(=O)CC(C)(O)C(C(=O)OCC)C1c1ccc(SC)cc1 (stereo not drawn)	-23.9%	0.0%	-0.2%	-3.1%	0.2%	2.0%	-40.7%	-5.0%	-0.339	-0.241	-0.0318	0.182
17	C=CCNC(=O)c1cc(-c2ccc(Br)cc2)on1	-0.2%	3.7%	-0.1%	-76.4%	4.2%	-2.6%	-75.1%	-9.4%	0.803	-0.29	0.775	-0.45
18	CC1=C(C(=O)OC(C)C)C(c2ccccc2)NC(=O)N1C (stereo not drawn)	-4.2%[20 µM]	2.5%	-0.1%	8.2%	.	.	55.6%	13.7%	.	.	.	.
19	CC(=O)Cc1nsc(NC(=O)c2ccc(COc3ccccc3)o2)n1	14.3%	-1.3%	-0.1%	2.2%	-254.6%	26.3%*	-26.8%	4.9%	-0.481	-0.211	0.0929	0.382
20	COc1ccccc1-c1cc(C(=O)N/N=C/c2ccc(C)o2)c2ccccc2n1	-15.7%	-2.2%	0.0%	0.7%	.	.	-12.5%	12.1%	.	.	.	.
21	O=C(NCC1CCCN(Cc2ccccc2F)C1)c1cccc(C(F)(F)F)c1 (stereo not drawn)	3.8%	-1.8%	0.3%	7.5%	1.1%	3.5%	-16.3%	-3.0%	1.44	-0.222	0.465	-0.851
22	COc1ccc(CS(=O)(=O)c2nc(C)cc(C)c2S(C)(=O)=O)cc1	8.6%	2.9%	-0.3%	-13.4%	2.9%	3.6%	-23.6%	8.7%	1.27	-0.12	1.18	-0.828
23	CN(C)c1cccc(C(=O)Nc2ccc(N3CCOCC3)cc2)c1	-23.7%	-3.2%	0.0%	-9.8%	0.4%	5.3%	-9.2%	-8.8%	-0.958	-0.2	-0.332	1.16
24	CN(C)S(=O)(=O)N1CCN(c2ccc(Cl)cc2)CC1	-9.0%	-2.3%	-0.1%	6.6%	-2.7%	-0.9%	-3.1%	4.7%	-0.379	-0.332	-0.376	1.11
25	CC(=O)Nc1ccc2ccccc2c1	4.1%	-2.3%	-0.1%	-15.0%	5.1%	0.7%	-42.5%	0.5%	1.84	0.108	0.908	-1.25
26	CCS(=O)(=O)c1ncc(Cl)c(C(=O)Nc2ccccc2OC)n1	22.3%[20 µM]	-1.5%	-0.1%	15.5%	.	.	32.3%	-16.4%	.	.	.	.
27	Cc1nc(NC(=O)C2CC3CCCC(C2)C3=O)sc1C (stereo not drawn)	-31.9%	-1.8%	-0.1%	-8.2%	-4.2%	1.9%	-26.0%	0.1%	-1.11	-0.198	-0.575	0.393
28	O=C(Nc1cccc(F)c1)Nc1ccnn1C1CCN(C(=O)c2cscn2)CC1	0.1%	2.6%	0.3%	-24.4%	.	.	-2.3%	3.3%	.	.	.	.
29	Cc1ccc(SCc2ccc(C(=O)N3CCCC3)cc2)cc1	-3.1%	-2.1%	0.2%	-27.7%	1.4%	5.6%	-1.3%	-6.9%	-0.504	-0.296	-0.144	0.646
30	COc1cc(C2C(C#N)=C(N)Oc3cc(O)ccc32)cc2c1OCO2 (stereo not drawn)	-11.4%	0.2%	0.3%	-61.5%	-1.1%	5.5%	-11.1%	-10.4%	-0.861	-0.255	0.0956	1.9
31	Cc1ccc(OCCn2nnc3ccccc32)cc1C	-11.2%[20 µM]	0.5%	-0.1%	-69.5%	.	.	-28.3%	1.7%	.	.	.	.
32	Cn1cccc1/C=N/NC(=O)CSc1nc2ccccc2[nH]1	15.4%	2.5%	-0.2%	22.6%	4.5%	8.2%	-2.3%	6.1%	-1.11	0.194	-0.478	0.344
33	O=C(O)c1cnn(-c2nc(-c3cccc([N+](=O)[O-])c3)cs2)c1C(F)(F)F	-3.2%	0.4%	0.0%	48.2%	.	.	9.2%	-3.3%	.	.	.	.
34	COc1ccccc1NCCC#N	-18.2%	-0.3%	0.0%	6.0%	-2.8%	1.8%	6.4%	14.8%	1.28	-0.3	0.48	0.149
35	CCCc1nc(SC)[nH]c(=O)c1C	8.5%	0.7%	-0.3%	7.0%	6.5%	3.6%	-9.0%	-4.4%	0.079	-0.0294	-0.0238	0.335
36	Cc1ccc2nc(-c3ccc(N)cc3)sc2c1	4.0%	3.5%	-0.1%	-182.1%	-0.7%	4.0%	-12.2%	12.6%	0.507	-0.248	-0.162	-0.0146
37	CCc1cc2c(=O)c(-c3nc4ccccc4[nH]3)coc2c(CN2CCCCC2)c1O	-2.5%	4.1%	-0.1%	10.6%	-6.8%	8.8%	9.1%	9.7%	-0.631	-0.208	0.013	0.264
38	CC(C)(C)C1=Nn2c(nnc2C2CCCCC2)SC1	-8.8%	-4.7%	0.6%	-4.9%	-3.8%	-1.4%	-16.2%	-1.3%	-0.632	-0.22	-0.972	-0.166
39	Cc1ccc(NC(=O)CN2C(=O)S/C(=C\c3ccccn3)C2=O)cc1C	39.9%	1.0%	-0.1%	-8.0%	.	.	-41.9%	14.5%	.	.	.	.
40	Cc1nn(-c2cccc(Cl)c2)c2c1C(c1ccncc1)C(C#N)=C(N)O2 (stereo not drawn)	-18.8%	2.9%	0.2%	-10.5%	19.0%	4.7%	32.8%	-11.7%	-1.08	-0.169	-0.0224	1.98
41	Cc1ccccc1NC(=S)N=Nc1c(O)n(C)c2ccc(S(=O)(=O)N3CCOCC3)cc12	4.4%	-1.0%	-0.2%	14.6%	8.4%	10.3%	61.2%	-18.7%	-0.174	-0.24	-0.417	0.784
42	COc1ccc(C)cc1N(C(=O)c1snc(C(N)=O)c1N)C(C(=O)NC1CCCCC1)c1ccc(C)o1 (stereo not drawn)	13.3%	-1.6%	-0.1%	-69.5%	.	.	-4.6%	15.7%	.	.	.	.
43	O=C(CNC(=O)C12CC3CC(CC(C3)C1)C2)NC1=NCCS1	6.1%	-2.9%	0.9%	8.6%	-4.4%	6.8%	-10.9%	36.1%	-0.668	-0.187	-0.121	-0.175
44	O=C(Nc1ccc2c(c1)OCO2)c1nn(-c2ccccc2)c(=O)c2ccccc12	20.0%	2.5%	-0.1%	7.1%	13.0%	6.9%	-19.3%	-1.0%	2.4	-0.146	1.7	-1.94
45	Cc1ccc(C(=O)CSc2nc3ccccc3c(=O)[nH]2)cc1C	-22.9%	1.3%	-0.2%	4.4%	-16.1%	-11.0%	-20.7%	-3.6%	-0.321	-0.343	-0.254	0.934
46	COC(=O)C1CCN(c2cc(=O)n(C3CCCCC3)c(=O)[nH]2)CC1	-3.3%	0.1%	-0.1%	2.5%	3.5%	1.5%	-5.4%	4.8%	-0.53	-0.454	-0.156	0.39
47	COc1cc(N)c(Cc2nccc3cc(OC)c(OC)cc23)cc1OC	7.2%[20 µM]	-10.7%	-0.1%	32.9%	16.8%	4.0%	5.9%	34.6%	-0.471	-0.288	-0.506	0.751
48	CCOC(=O)c1c(NC(=O)CSc2nnc(-c3ccccc3C)n2C)sc(C(C)=O)c1C	2.5%	-1.5%	-0.2%	16.8%	2.0%	0.5%	-5.9%	8.2%	-0.736	-0.133	-0.118	-0.113

Bioassay records deposited in PubChem BioAssay by several laboratories.

The list is partial; the hit share may differ from the screen's.
